# Screening results: PubChem BioAssay, several laboratories
# ASAP1 inh – inhibitors of human ASAP1 ArfGAP activity | AID 624377 | inhibition, % at 16.5 µM | 360,000 compounds, 0.19% hits | ASAP1-stimulated ARF1 GTP hydrolysis, GDP FP detection; in the data active = inhibition above about 25%;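 also: 0% = vehicle with enzyme and substrate and 100% = no enzyme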
# ARFGAP1 inh – inhibits rat ARF GTPase activating protein 1; Arfgap1-stimulated ARF1 GTP hydrolysis, GDP FP detection; inhibition, % at 16.5 µM; 360,000 compounds, 0.26% hits; AID 651572;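 active = inhibition above a per-plate limit, mean inhibition of low control wells plus 3 SD, cut at about 25% in these data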;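 also: 0% = DMSO wells with enzyme and 100% = wells lacking Arfgap1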
# Target sequence (Q62848 1-136 limits assumed): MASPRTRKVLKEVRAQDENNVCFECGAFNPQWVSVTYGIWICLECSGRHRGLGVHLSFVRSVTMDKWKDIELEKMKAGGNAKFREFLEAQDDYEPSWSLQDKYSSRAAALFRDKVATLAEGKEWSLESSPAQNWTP
#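 system = rat Arfgap1 catalytic domain, aa 1-136 | technique = FP, GDP Alexa 633 tracer displaced from anti-GDP antibody, 620/688 nm | compound = one concentration, 16.5 µM, DMSO 1.26% | medium = HEPES-based buffer, pH 7.5 | timing = compound-enzyme preincubation 20 min, reaction 120 min, detection 60 min, 25 °C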
# proKLK7 act – proKLK7 (human) activation, primary screen; 370,000 compounds, 0.9% hits; P49862; purified proKLK7, EDANS-DABCYL substrate fluorescence; 100% is mature enzyme control, 0% vehicle; activation, % at 7 µM;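 active = activation above the mean of all tested compounds plus 3 SD, computed per campaign excluding outliers beyond control limits, cut at about 13% in these data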
# Target sequence (P49862 whole entry, looked up): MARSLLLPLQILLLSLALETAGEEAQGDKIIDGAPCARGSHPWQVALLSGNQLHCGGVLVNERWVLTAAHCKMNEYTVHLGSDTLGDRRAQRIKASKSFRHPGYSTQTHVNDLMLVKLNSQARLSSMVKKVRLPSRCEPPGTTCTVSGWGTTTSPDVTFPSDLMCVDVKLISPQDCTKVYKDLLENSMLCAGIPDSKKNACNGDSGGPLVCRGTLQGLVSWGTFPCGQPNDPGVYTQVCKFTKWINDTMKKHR
# GC-B act – GC-B (human) receptor activation | HEK293-GC-B cells, CNP EC30, cGMP TR-FRET; 0% at EC30 CNP, 100% saturating CNP | activation, % at 10 µM | 370,000 compounds, 0.11% hits;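 active = activation at 10 µM reaching about 35% in either raw or pattern-adjusted values, limit read from the data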
# GC-A act – GC-A (human) enzyme activation | P16066 | HEK293 GC-A cells, cGMP TR-FRET, EC30 ANP; 0% at EC30 ANP, 100% saturating ANP | AID 1671463 | 370,000 compounds, 0.14% hits | activation, % at 10 µM; in the data active = activation above about 40%
# FXN GAA850 act – increases GAA850 frataxin promoter reporter activity | AID 540364 | activation, % at 6 µM | 360,000 compounds, 0.56% hits | HEK293 lucGAA850 FXN promoter luciferase reporter, 24 h; percent of 10 µM SAHA response;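 active = activation above the average of all compounds screened plus 3 SD, cutoff fixed separately per campaign, cut at about 7.5% in these data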;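 also: 0% = DMSO wells and 100% = 10 µM SAHA wells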
# rCAG RNA binder – r(CAG) repeat RNA binding; 370,000 compounds, 1.3% hits; AID 651821; TO-PRO-1 dye displacement fluorescence; inhibition, % at 3 µM;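 active = inhibition above the plate cutoff, the mean of all test compounds on that plate plus 3 SD, cut at about 35% in these data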;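 also: 0% = DMSO alone and 100% = 100 µM mitoxantrone as full dye displacement; higher means more dye released from RNA so lower well fluorescence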
# ADAM10 inh – inhibitors of human ADAM10; O14672; recombinant ADAM10, EDANS/DABCYL FRET peptide cleavage, 3 h; inhibition, % at 7 µM; 370,000 compounds, 0.62% hits; AID 720582;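 active = inhibition above a per-campaign cutoff equal to the mean of compounds falling between control-based bounds plus 3 SD, cut at about 20% in these data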;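 also: 0% = DMSO wells while the 100% control is not disclosed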
# DDE Tn6 FP inh – inhibitors of Tn6 peptide binding to human fibrin DD(E); P02675; Fibrin DD(E) TRITC-Tn6 fluorescence polarization displacement; inhibition, % at 8.3 µM; 370,000 compounds, 0.21% hits; AID 720509;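 active = inhibition above a per-campaign cutoff: mean of compounds within control limits plus 3 SD, cut at about 15% in these data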;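 also: 0% = median of all compound wells on the plate and 100% = blocking peptide control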
# Target sequence (P02675 whole entry, looked up): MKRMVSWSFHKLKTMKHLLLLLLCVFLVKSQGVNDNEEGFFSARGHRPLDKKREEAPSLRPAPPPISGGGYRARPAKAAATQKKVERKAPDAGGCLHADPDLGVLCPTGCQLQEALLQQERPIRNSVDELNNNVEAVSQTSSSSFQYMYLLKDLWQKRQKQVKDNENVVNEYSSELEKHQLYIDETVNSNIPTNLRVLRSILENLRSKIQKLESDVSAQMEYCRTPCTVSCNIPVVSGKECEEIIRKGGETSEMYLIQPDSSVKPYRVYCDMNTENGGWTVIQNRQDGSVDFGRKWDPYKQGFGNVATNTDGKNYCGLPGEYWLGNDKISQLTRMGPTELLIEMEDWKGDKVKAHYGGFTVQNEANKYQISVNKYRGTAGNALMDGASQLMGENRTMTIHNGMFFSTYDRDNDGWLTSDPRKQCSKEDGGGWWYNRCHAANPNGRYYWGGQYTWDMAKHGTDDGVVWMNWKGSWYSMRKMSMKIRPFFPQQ
# HGIII-sPLA2 inh – Blocks human group III sPLA2 activity. inhibition, % at 12.2 µM. QFRET BODIPY PC-A2 liposome hydrolysis, fluorescence. Q9NZ20. 370,000 compounds, 0.56% hits;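 active = inhibition above mean plus 3 SD of compounds lying within the high and low control bounds, cut at about 19% in these data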;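 also: 0% = median of test compound wells and 100% = no enzyme DMSO wells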
# * hit, by the source's call; . = not tested or not shown. Hits appear at their usual frequency; 4.5% or so of the library scored in one or more.
structure	GC-B act	ASAP1 inh	FXN GAA850 act	rCAG RNA binder	GC-A act	DDE Tn6 FP inh	ARFGAP1 inh	HGIII-sPLA2 inh	proKLK7 act	ADAM10 inh
Cc1ccc(-c2csc(NC(=O)c3c(C)noc3C)n2)cc1	1	-10	0.7	1	4	0	-9	-4	-0.3	-4
COc1ccc(C(CNC(=O)C2CCN(S(=O)(=O)c3ccc(F)cc3)CC2)N(C)C)cc1 (configuration not stated)	0	6	0.7	-3	0	1	-7	-17	-0.1	13
CCc1ccc(-n2c(SCC(=O)NC3CCS(=O)(=O)C3)nc3ccccc3c2=O)cc1 (configuration not stated)	-2	1	-0.7	1	0	0	-2	-1	0.1	-12
COCc1c(C(=O)N2CCN(CCOc3ccccc3)CC2)oc2ccccc12	1	-5	1.5	1	-1	-2	12	0	0.3	-20
Cc1ccc(-c2nnc(Nc3ccc(C(=O)N(C)C)cc3)c3ccccc23)cc1S(=O)(=O)NC(C)(C)CO	2	12	-0.2	-6	3	-7	18	1	0.3	-2
Cc1ccc(NC(=O)CCc2c(C)[nH]c(=O)c(C#N)c2C)cc1	-1	-3	0.1	4	-1	0	-2	4	0.2	-15
O=C(NN1C(=O)/C(=C\c2cccnc2)SC1=S)c1ccco1	1	-9	3.1	13	0	2	-5	-7	-0.3	0
CC(C)(C)NC(=O)Nc1ccc(Br)cc1	-7	5	2.0	2	-3	2	-3	0	0.1	4
Cc1csc(=O)n1CC(=O)OCC(=O)NNC(=O)c1ccccc1	8	-10	-0.6	0	-1	1	12	6	0.2	-7
Cc1csc2nc(CSc3nncn3-c3ccccc3)c(Br)n12	-3	6	-0.7	2	-1	-6	8	-6	-0.1	-3
CCc1ncc(CN2CCCCC2C(=O)Nc2ccc(Oc3ccccc3)nc2)cn1 (configuration not stated)	-1	-7	0.3	-4	2	5	23	-1	-0.1	-6
CCn1c(CNC(=O)COc2c(C)cccc2C)nnc1SCC(=O)Nc1nccs1	-3	-3	-1.1	-4	1	2	8	2	-0.3	1
CCC1CCCCN1CCCNS(=O)(=O)c1ccc2c(c1)oc(=O)n2C (configuration not stated)	-3	-5	2.1	-3	3	-4	3	2	0.4	-3
CCOc1cc2[nH]c(=S)n(CCN3CCCCC3CC)c(=O)c2cc1OCC (configuration not stated)	-1	4	-1.7	0	10	11	1	0	0.1	-14
CCCCCCCCN1CN2Cc3ccccc3C2CS1(=O)=O (configuration not stated)	2	.	.	-1	2	0	.	-3	1.0	6
CCOC(=O)/C(=N/Nc1ccc(OC)cc1)Sc1nnc(CCc2ccccc2)n1-c1ccccc1	-4	-5	-0.4	3	-6	7	-9	4	-0.3	12
CCOc1c(Cl)cc(/C=C/C(=O)N(CC)CC(=O)NCc2cccs2)cc1OC	-7	0	0.5	-5	-2	-4	0	-11	0.3	-42
CN(/N=C/c1c[nH]c2ccccc12)c1cnn(-c2ccc(F)c(Cl)c2)c(=O)c1Cl	-21	12	0.0	4	-25	-2	8	-1	0.1	2
Cc1cccc(SCc2noc(C(=O)NC(C)C)c2C(=O)O)c1	6	-1	1.5	5	5	3	-8	1	0.2	-2
CCCS(=O)(=O)NC(=O)C1(C)CCCN(C(=O)Cc2ccc3ccccc3c2)C1 (configuration not stated)	0	-3	1.1	8	0	1	4	-4	0.0	-8

# Additional results follow.
structure	GC-B act	ASAP1 inh	FXN GAA850 act	rCAG RNA binder	GC-A act	DDE Tn6 FP inh	ARFGAP1 inh	HGIII-sPLA2 inh	proKLK7 act	ADAM10 inh
COC(=O)[C@]12C[C@H](CC(=O)NCCCCc3ccccc3)C(=O)N(Cc3ccc4c(c3)OCO4)C1=C[C@H](C(C)(C)C)O[C@@H]2C	-1	-7	.	9	-2	-1	2	-3	1.2	2
O=C(CCN1CCCCC1)c1ccccc1	-9	-4	0.1	-4	62*	-8	-3	5	0.4	-11
Cc1cccn2c(=O)c3cc(C(=O)N4c5ccccc5CC4C)n(C)c3nc12 (configuration not stated)	2	-7	-0.6	-6	-1	-1	2	6	-0.8	-22
COc1ncc(-c2cccc3nccn23)c(OC)n1	1	-14	1.9	1	0	-8	1	-3	1.4	-112
O=C(OCc1nc2ccccc2s1)[C@@H]1CCCN1S(=O)(=O)c1ccccc1F	0	-1	1.3	-3	3	10	7	-12	-0.1	8
CCN(CC)C(=O)c1[nH]cnc1C(=O)Nc1ccccc1F	4	-3	-1.6	1	1	5	-20	-4	0.1	-13
S=C(NCCCc1ccccc1)Nc1ccccc1	-2	-1	0.2	-6	2	-3	6	4	0.1	-1
CCP(=O)(c1cccc([N+](=O)[O-])c1)c1cccc([N+](=O)[O-])c1	12	-7	1.3	-2	3	0	0	0	0.1	2
COc1cc(C(=O)NCC(C)C)c([N+](=O)[O-])cc1OC	-2	-10	-1.2	-3	1	1	-1	7	-0.4	8
CCOC(=O)C(CCCCCOc1ccc([N+](=O)[O-])cc1)C(=O)OCC	2	10	0.1	-3	0	6	-9	-24	0.1	6
Cc1oc(-c2ccccc2F)nc1CN1CCC(C(=O)NCc2ccco2)CC1	2	1	-0.4	-4	-1	15	-6	3	-0.5	-11
O=C(CSC1=NS(=O)(=O)c2cc(F)ccc2N1)Nc1ccccc1F	-1	-2	0.4	12	0	-6	4	-24	0.4	4
Cc1ccnc(NC(=O)C2CC(=O)N(c3ccc4c(c3)OCCO4)C2)c1 (configuration not stated)	-1	8	3.9	-4	-1	5	-8	-2	0.3	-1
Cc1onc(-c2ccccc2Cl)c1-c1nc(-c2ccccn2)no1	7	-9	-1.6	-6	0	-2	2	-7	0.6	-9
Cc1ccc(S(C)(=O)=N/C=C2\C(=O)c3sccc3N(C)S2(=O)=O)cc1 (configuration not stated)	7	-6	0.0	-2	5	3	0	17	0.1	-6
Cc1ccc(NC(=S)N2CCC(C(N)=O)(N3CCCCC3)CC2)c(C)c1	1	4	1.4	-1	-5	-4	10	9	0.4	2
CCCCn1ccc(O)c(Cc2ccc(F)cc2)c1=O	5	4	0.3	-2	2	3	-3	3	-0.1	-1
COc1ccccc1C1CCN(C(=O)c2cnn(-c3ccccc3)c2C)CC1	0	11	0.1	-6	-1	-1	7	17	-0.2	-14
O=C(Nc1ncc(Cc2ccccc2)s1)C1=NCCN1	4	3	0.6	-2	-4	-2	5	-3	0.1	-2
CC(=O)Nc1c(-c2ccccc2)nc2cc(C)ccn12	6	-1	0.6	-1	4	4	-4	2	0.2	-86

# Next records follow.
structure	GC-B act	ASAP1 inh	FXN GAA850 act	rCAG RNA binder	GC-A act	DDE Tn6 FP inh	ARFGAP1 inh	HGIII-sPLA2 inh	proKLK7 act	ADAM10 inh
CCCC[C@@H]1CNCCN1CCc1cc(C(F)(F)F)cc(C(F)(F)F)c1	-8	1	-1.8	-1	-1	10	6	16	0.5	4
O=C(COC(=O)/C=C/c1cccc(Br)c1)Nc1ccc(Cl)cn1	5	5	-2.3	4	1	-3	2	-9	-0.6	0
O=C(c1ccc(Cn2cnnn2)cc1)N1CCCC(Nc2ccc(F)c(F)c2)C1 (configuration not stated)	-2	0	0.0	-1	-4	-3	12	7	-0.6	-12
O=C(O)CCCCCCNC(=O)c1cncc(O)c1	-1	-4	0.4	-1	-4	-2	1	-2	-3.8	-41
Cc1csc(=O)n1CCC(=O)OCC(=O)Nc1ccc(C(N)=O)cc1	-4	8	2.1	0	-3	-1	8	-7	0.6	1
COc1ccc2oc(C(=O)Nc3nc(-c4ccccn4)cs3)c(C)c2c1	1	-9	-1.3	11	-1	-8	23	22*	-0.2	-151
CN(Cc1cccs1)C(=O)CCc1ccc(S(=O)(=O)N2CCOCC2)cc1	3	3	1.1	4	-1	-3	0	0	-0.5	1
CCOC(=O)C1=C(C)Nc2ccccc2N=C1N	3	7	-0.7	2	2	-2	-10	-2	-0.2	3
COc1cc(/C=N/n2c(COc3ccccc3)n[nH]c2=S)cc(OC)c1OC(C)=O	-4	2	1.4	28	-8	-6	16	24*	0.1	-11
O=C(Oc1cccc(NC2=NS(=O)(=O)c3ccccc32)c1)c1ccncc1	-4	-3	0.2	3	-2	1	3	-1	0.6	3
CC(=O)c1c(C)[nH]c(C(=O)COC(=O)c2ccc(Cl)nc2)c1C	2	-16	1.7	-2	-2	4	2	-2	0.3	6
CN(CC(=O)NCC1CCCO1)S(=O)(=O)c1ccc2ccccc2c1 (configuration not stated)	5	3	-0.3	0	-1	6	32*	-2	0.5	-9
O=C(CCC(=O)OCC(=O)c1ccc([N+](=O)[O-])cc1)NC1CCCCC1	-3	-5	-1.3	-4	-3	0	-5	11	-0.3	-3
CCOc1ccc(Nc2nnc(SCc3nc4ccccc4c(=O)[nH]3)s2)cc1	-1	-11	-0.6	3	-4	0	15	8	-0.1	-3
O=C(Nc1ccccc1Cl)C1CCCN(S(=O)(=O)c2cccc3cccnc23)C1 (configuration not stated)	6	-9	0.5	0	-1	-12	-2	-8	0.5	2
COc1ccccc1NS(=O)(=O)c1cccc(C(=O)NNC(=O)c2ccc(NC(C)=O)cc2)c1	-1	-5	0.9	5	1	-7	-7	10	0.2	-7
CC(C)(C)c1ccc(NS(=O)(=O)c2ccc(N)cc2)cc1	0	-10	2.1	3	1	-1	11	-19	-0.1	4
CC1CC(=O)C(C2c3ccccc3CCN2C(=O)CCl)C(=O)C1 (configuration not stated)	2	6	0.1	-1	3	-2	2	1	-0.1	0
CC(O)c1cccc(NC(=O)Nc2cccc(NC(=O)Nc3cccc(C(C)O)c3)c2)c1 (configuration not stated)	9	13	0.4	11	6	-6	8	-30	-0.3	-3
O=C(CNC(=O)c1ccccc1)NCCCSc1ccccc1	1	19	-0.3	0	-2	5	15	-2	-0.1	-2

# The list continues:
structure	GC-B act	ASAP1 inh	FXN GAA850 act	rCAG RNA binder	GC-A act	DDE Tn6 FP inh	ARFGAP1 inh	HGIII-sPLA2 inh	proKLK7 act	ADAM10 inh
Cc1cccnc1NC(=O)CNC(=O)C1CCCCC1	5	-14	-1.2	0	2	-3	3	4	-0.2	-16
COc1ccc(NC(C)=O)cc1S(=O)(=O)N1CCN(C(=O)c2ccccc2F)CC1	0	6	-1.3	-3	-2	-4	-11	2	0.2	-1
O=C(COC(=O)c1cccs1)Nc1cccc(Cl)c1	-6	2	-0.1	1	0	2	-15	4	0.1	-4
COC(=O)N1C(=O)[C@](c2ccsc2)(C(C)C)N1C(=O)OC	8	-11	0.5	-8	-5	-1	2	0	1.1	-4
O=C1C(c2ccncc2)=C(O)c2ccccc21	-1	8	1.4	3	0	3	10	-50	0.2	7
COc1cc(C(=O)Oc2ccccc2)ccc1OCc1c(C)noc1C	-3	1	0.9	-2	0	1	3	-1	-0.1	-13
Cc1ccsc1C(=O)N1CCC1(C)C(=O)NS(=O)(=O)c1ccccc1C(F)(F)F (configuration not stated)	8	-2	-0.1	1	0	-4	0	-5	0.2	-7
O=C(COC(=O)c1cccnc1Cl)Nc1ccc2c(c1)OCO2	-2	-6	-0.5	0	3	1	-6	2	-0.2	-1
O=S(=O)(c1cccs1)N1CCc2ccccc21	7	-4	2.5	-1	7	5	2	6	-0.6	1
COc1ccc(C(C)(C)C)cc1NC(=O)CCN1C(=O)NC(C)(C)C1=O	1	-9	-1.9	-2	1	1	0	-1	-0.5	0
